Assay outcomes from PubChem BioAssay.
H9c2 protect: cardioprotection against H2O2-induced cell death, primary screen, uHTS, H9c2 cells, ATPLite luminescence; protection from H2O2 cell death, % at 20 µM; H9c2 cardiomyocytes, H2O2 injury protection, 2 h; hit rate 0.63% among 360,000;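 active = compounds giving at least 50% protection of heart cells from peroxide-induced death in the single-dose screen, raw or plate-pattern-corrected value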;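 also: 0% = DMSO wells with peroxide and 100% = DMSO wells without peroxide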
ABHD5 PLIN5 PPI: ABHD5-PLIN5 interaction inhibitors, primary screen, cell lysate, split luciferase complementation, luminescence; Perilipin-5 (Homo sapiens) + 1-acylglycerol-3-phosphate O-acyltransferase ABHD5 (Homo …; Split G. princeps luciferase complementation, 4 h; inhibition, % at 4 µM; hit rate 0.78% among 360,000;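 active = inhibition above the mean inhibition across every tested compound plus 3 SD, cut at about 22% in these data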;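 also: 0% = DMSO only wells and the 100% control is not disclosed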
Exocytosis inh: LAMP-1 surface exposure blockers, TALL-104 cells – cell-based, flow cytometry, MLPCN library, primary screen; TALL-104 LAMP-1 surface exposure; cells stimulated with thapsigargin and PMA; inhibition, % at 10 µM; hit rate 0.66% among 360,000;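 active = inhibition above about 55%, limit read from the data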
ABCB6 inh MLPCN: ABCB6 transporter inhibitors, primary screen, K562-ABCB6 cells, flow cytometry, MLPCN library; AID 602162, 2011; K562-ABCB6 porphyrin accumulation, 1 h; hits give low values; hit rate 0.19% among 360,000; ATP-binding cassette sub-family B member 6 (Homo sapiens), Q9NP58; fluorescence ratio to DMSO, % at 10 µM;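 active = fluorescence ratio to DMSO below 75%, the collection mean minus 3 SD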;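 also: signal is porphyrin accumulated inside mitochondria; 100% equals median channel fluorescence of DMSO control wells; lower ratio means ABCB6 inhibition with less porphyrin fluorescence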
Target sequence (Q9NP58 whole entry, looked up): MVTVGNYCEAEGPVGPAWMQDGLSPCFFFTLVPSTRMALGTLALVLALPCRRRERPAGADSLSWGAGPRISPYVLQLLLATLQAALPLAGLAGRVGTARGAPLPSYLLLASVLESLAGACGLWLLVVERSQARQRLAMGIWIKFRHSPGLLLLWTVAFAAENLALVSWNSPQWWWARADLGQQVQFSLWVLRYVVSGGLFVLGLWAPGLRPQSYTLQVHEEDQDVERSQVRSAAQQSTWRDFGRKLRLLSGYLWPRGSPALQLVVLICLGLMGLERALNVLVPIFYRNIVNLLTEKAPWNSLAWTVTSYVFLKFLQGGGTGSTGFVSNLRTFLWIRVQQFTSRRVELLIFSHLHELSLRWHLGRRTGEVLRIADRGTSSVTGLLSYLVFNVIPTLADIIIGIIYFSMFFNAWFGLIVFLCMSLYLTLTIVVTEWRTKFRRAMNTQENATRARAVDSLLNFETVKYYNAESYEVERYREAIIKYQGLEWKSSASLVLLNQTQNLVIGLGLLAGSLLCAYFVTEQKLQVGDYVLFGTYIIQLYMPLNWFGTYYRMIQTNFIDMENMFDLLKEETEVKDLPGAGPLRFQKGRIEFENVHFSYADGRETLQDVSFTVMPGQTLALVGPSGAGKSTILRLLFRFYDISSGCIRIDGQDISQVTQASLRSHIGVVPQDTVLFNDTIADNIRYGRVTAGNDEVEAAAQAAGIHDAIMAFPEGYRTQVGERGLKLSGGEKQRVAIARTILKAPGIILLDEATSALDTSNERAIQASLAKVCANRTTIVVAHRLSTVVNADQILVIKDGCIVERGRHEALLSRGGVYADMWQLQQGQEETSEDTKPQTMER
MC4R antagonist: MC4R antagonists of cAMP signaling, primary screen, cell-based, TR-FRET, antagonist arm of biased-ligand search; Melanocortin receptor 4 (Homo sapiens), P32245; MC4R-expressing cells, MTII-stimulated cAMP, LANCE TR-FRET; inhibition, % at 6.5 µM; hit rate 0.48% among 360,000; AID 540295, 2011;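 active = inhibition above its plate's cutoff, the mean of tested wells on that plate plus 3 SD, cut at about 29% in these data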;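 also: 0% = Melanotan II alone and 100% = Melanotan II plus saturating MCL0020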
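Assay system: human MC4R-expressing U2OS cells; reagent: Melanotan II stimulation of cells; dosing: 6.5 µM single dose; timing: compound 30 min, challenge 1 h, detection 1 h; signal: TR-FRET cAMP assay; replicates: one well per compound, no replicates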
Glyco luc inh: increase of ERlucT glycosylation luciferase signal, primary screen, N-linked glycosylation inhibitor project, D54 ERlucT cells, luminescence, set 2. AID 588692, 2011. reporter increase, % at 12.5 µM. D54 ERlucT glycosylation luciferase reporter, 24 h; percent of 100 nM tunicamycin response. hit rate 0.23% among 360,000;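 active = mean luciferase reporter signal, scaled so untreated is 0 and the glycosylation-blocking control 100, at or above a set limit in every replicate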;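 also: luciferase carries N-glycosylation sites so blocking glycosylation raises the light; 0% = median of neutral control wells and 100% = median of 100 nM tunicamycin wells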
HTR2A ag: mouse Htr2a agonists via beta-arrestin recruitment, primary screen, cell-based, luminescence; CHO-K1 mHTR2A beta-arrestin complementation; percent of 30 µM serotonin response; activation, % at 7.6 µM; hit rate 0.66% among 360,000; AID 624169, 2012;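 active = activation above a run cutoff, the mean activation of all tested compounds plus 3 SD, cut at about 14% in these data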;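 also: 0% = plate median of compound wells and 100% = 30 µM serotonin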
CaV13 FRET inh: Primary screen for inhibitors of IQ motif and Ca2+-dependent inactivation inhibitor domain binding in CACNA1D, Förster resonance energy transfer in living cells, …; HEK cells, CFP/YFP FRET ICDI-IQ, plate reader, 10 min; percent FRET-ratio fall versus neutral wells; inhibition, % at 12.3 µM; hit rate 0.098% among 340,000; AID 743397;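 active = mean replicate inhibition of at least 30% and at least 1% of replicates passing that level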;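 also: 0% = median of the neutral control wells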
PDI turbidity: inhibitors of human PDI, primary screen, biochemical, turbidity, single point, plate reader; Protein disulfide-isomerase (Homo sapiens), P07237; PDI insulin aggregation turbidity, A650, 90 min; inhibition, % at 10 µM; hit rate 0.052% among 350,000; AID 588391, 2011;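 active = mean inhibition across replicates of 30% or more, whatever share of single replicates reach that level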;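 also: absorbance from insulin aggregation driven by PDI reduction with DTT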
MC4R ag barr: MC4R agonists recruiting beta-arrestin, primary screen, cell-based, luminescence, agonist arm of biased-ligand search. Melanocortin receptor 4 (Homo sapiens), P32245. U2OS MC4R beta-arrestin complementation; percent of melanotan II response, DMSO zero. activation, % at 8.9 µM. hit rate 0.98% among 360,000. AID 540308, 2011;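 active = activation above a per-plate cutoff, the mean activation of sample wells on that plate plus 3 SD, cut at about 8% in these data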
Starred values were filed as active, the others as inactive; · = no result given. Random draw from the library (roughly 4.2% active in at least one column).

Sample of the layout, twelve compounds:
SMILES	H9c2 protect	ABHD5 PLIN5 PPI	Exocytosis inh	ABCB6 inh MLPCN	MC4R antagonist	Glyco luc inh	HTR2A ag	CaV13 FRET inh	PDI turbidity	MC4R ag barr
Cc1ccc(SCC(=O)NC2CC2)cc1	-2	-3	6	99	0	1	-2	-6	-3	-3.7
Cn1cc(C2OC(=O)c3ccccc32)c2ccccc21 (centres undefined)	3	6	26	99	-4	-11	0	-5	8	-1.4
COc1ccc(-c2cc(C(=O)N3CCN(c4ccccc4O)CC3)c3ccccc3n2)cc1OC	32	11	-5	90	8	2	5	-6	-3	-1.1
COc1ccc(-c2[nH]ncc2CN(CCO)Cc2cccs2)c(F)c1	0	-4	1	95	10	0	-2	-4	-3	-2.1
Cc1ccc2c(c1)nc(NCCO)n2C	-2	0	-1	95	13	0	8	·	2	0.1
C=CCn1c(SCn2nnc3ccccc3c2=O)nnc1-c1ccc(Cl)cc1	2	0	1	101	-9	0	-2	-6	1	-2.4
Cc1[nH]ccc(=O)c1OCc1ccccc1	-3	0	-3	100	1	1	-1	-4	-1	-2.5
O=C(O)c1cccc(Nc2ncnc3ccccc23)c1	-6	5	-4	88	-8	1	1	-10	2	1.7
O=C1CCCc2ccccc2N1Cc1ccc(Cl)cc1Cl	0	-8	-3	98	8	-3	-6	0	1	2.8
COC(=O)[C@H](NC(=O)c1cc(-c2ccccc2)nc2ccccc12)c1ccccc1	13	-4	-2	101	2	1	2	-5	-5	0.6
CC(C)c1ccc(NC(=O)CN2C(=O)NC3(CCCCCCC3)C2=O)cc1	-8	-12	-4	97	2	37*	-5	-7	6	-1.2
Cc1ccc(NC(=O)c2cc(C)nc3ccccc23)cc1	8	11	-10	101	2	7	-8	-2	10	1.3

This part in full, repeating the preview:
SMILES	H9c2 protect	ABHD5 PLIN5 PPI	Exocytosis inh	ABCB6 inh MLPCN	MC4R antagonist	Glyco luc inh	HTR2A ag	CaV13 FRET inh	PDI turbidity	MC4R ag barr
Cc1ccc(SCC(=O)NC2CC2)cc1	-2	-3	6	99	0	1	-2	-6	-3	-3.7
Cn1cc(C2OC(=O)c3ccccc32)c2ccccc21 (centres undefined)	3	6	26	99	-4	-11	0	-5	8	-1.4
COc1ccc(-c2cc(C(=O)N3CCN(c4ccccc4O)CC3)c3ccccc3n2)cc1OC	32	11	-5	90	8	2	5	-6	-3	-1.1
COc1ccc(-c2[nH]ncc2CN(CCO)Cc2cccs2)c(F)c1	0	-4	1	95	10	0	-2	-4	-3	-2.1
Cc1ccc2c(c1)nc(NCCO)n2C	-2	0	-1	95	13	0	8	·	2	0.1
C=CCn1c(SCn2nnc3ccccc3c2=O)nnc1-c1ccc(Cl)cc1	2	0	1	101	-9	0	-2	-6	1	-2.4
Cc1[nH]ccc(=O)c1OCc1ccccc1	-3	0	-3	100	1	1	-1	-4	-1	-2.5
O=C(O)c1cccc(Nc2ncnc3ccccc23)c1	-6	5	-4	88	-8	1	1	-10	2	1.7
O=C1CCCc2ccccc2N1Cc1ccc(Cl)cc1Cl	0	-8	-3	98	8	-3	-6	0	1	2.8
COC(=O)[C@H](NC(=O)c1cc(-c2ccccc2)nc2ccccc12)c1ccccc1	13	-4	-2	101	2	1	2	-5	-5	0.6
CC(C)c1ccc(NC(=O)CN2C(=O)NC3(CCCCCCC3)C2=O)cc1	-8	-12	-4	97	2	37*	-5	-7	6	-1.2
Cc1ccc(NC(=O)c2cc(C)nc3ccccc23)cc1	8	11	-10	101	2	7	-8	-2	10	1.3
CC(C)(C)c1ccc(S(=O)(=O)N2CCN(C(=O)c3ccc4c(c3)C(=O)N(Cc3ccncc3)C4=O)CC2)cc1	-20	-9	-2	95	-1	1	-5	-5	-2	0.8
COc1ccc(NC(=O)CC(c2ccco2)C(C)C)cc1 (centres undefined)	-2	-1	0	93	11	0	-1	-5	5	-1.1
C/C(CC(=O)Nc1ccc(Cl)cc1)=N\NC(=O)C(=O)NCCO	-3	7	-1	99	-2	0	0	-5	20	-1.2
Brc1csc2ncccc12	2	3	2	98	2	-1	1	-5	12	0.7
CC(C)(CN1CCc2ccccc2C1)NS(=O)(=O)c1ccccc1	-8	4	-5	97	3	-1	-3	-2	7	1.1
O=C(c1cc[n+]([O-])cc1)N1CCc2c([nH]c3ccccc23)C1c1ccccc1Cl (centres undefined)	-1	2	2	129	26	4	2	-7	1	-0.3
Cc1ccc2[nH]c(=O)c(COC(=O)c3ccccn3)cc2c1	-1	17	1	87	-4	0	2	0	-4	1.5
CCCC(=O)Nc1ccc(C(=O)NCC2CCCO2)cc1 (centres undefined)	0	-2	2	97	12	0	-1	·	-4	-2.8
CCN(CC(=O)Nc1ccccc1OC)C(=O)c1ccc(NS(=O)(=O)c2ccc(C(C)=O)cc2)cc1	2	12	-2	98	10	2	9	-7	20	-1.4
CCc1cccc(CC)c1-n1c(SCC(=O)N2CCCc3ccccc32)nc(O)cc1=O	8	-8	3	102	17	-1	8	-6	-9	1.1
Cc1[nH][nH]c(=O)c1C=Nc1ccc(C(F)(F)F)cc1	-1	-7	-1	102	0	2	-2	-5	8	-1.9
Cn1nnc(C(O)CNCc2cccs2)n1 (centres undefined)	-2	0	-5	102	-3	-2	2	-6	1	1.1
OC(CNCc1ccccc1)COCc1ccc(Cl)cc1 (centres undefined)	3	2	-4	101	3	3	4	-4	6	-1.6
(more compounds)
SMILES	H9c2 protect	ABHD5 PLIN5 PPI	Exocytosis inh	ABCB6 inh MLPCN	MC4R antagonist	Glyco luc inh	HTR2A ag	CaV13 FRET inh	PDI turbidity	MC4R ag barr
O=C1C2C3C=CC(CC3)C2C(=O)N1/N=C/c1ccc(O)c(O)c1 (centres undefined)	6	-5	-4	98	0	-5	2	-14	6	-1.7
NS(=O)(=O)c1ccc(CCNC2CC(=O)N(Cc3ccccc3)C2=O)cc1 (centres undefined)	-1	12	-2	98	2	1	0	·	1	-1.9
Cc1cc(NC(=O)CCN2C(=O)/C(=C\c3ccccc3)SC2=S)no1	-12	-7	-6	92	1	-2	0	-5	-4	1.7
CC(=O)NC(CC(=O)NCCOc1ccccc1F)c1ccccc1 (centres undefined)	-1	-3	-9	96	-3	3	0	-2	-1	-1.2
COc1ccc(C(=O)Nc2c(Cl)cc(Cl)cc2C(=O)NCc2ccco2)cc1	10	-3	0	94	7	0	2	-4	0	-1.3
O=C(O)CCN1C(=O)/C(=C2\C(=O)N(Cc3ccccc3Cl)c3ccccc32)SC1=S	8	-16	-5	95	9	5	13	-3	-6	0.4
NC(=O)[C@@H]1CC2(CC(c3cccc(NC(=O)CC(c4ccccc4)c4ccccc4)c3)=NO2)CN1C(=O)c1ccc(Cl)cc1 (some centres undefined)	2	0	-11	96	2	0	8	-10	-2	-2.6
CCn1c(SCC(=O)NC2CCCCC2)nc2c(c1=O)SC(C)C2 (centres undefined)	7	1	-1	86	-7	0	3	-1	8	-1.1
CCOc1ccccc1N1CCN(CC(=O)Nc2ccccc2C(=O)NC2CC2)CC1	6	-2	0	88	7	-4	-11	-5	2	1.6
CCn1c(SCC(=O)NCC2CCCO2)nnc1-c1ccc(S(=O)(=O)N2CCN(C)CC2)cc1 (centres undefined)	-2	-6	0	100	-4	0	3	-3	3	-0.4
N#Cc1nn(-c2ccccc2)nc1N1CCCCC1	-14	8	-2	69*	-10	-1	4	-4	-6	3.0
COc1ccc(Nc2cc(=O)n(C3CCCCC3)c(=O)[nH]2)c(OC)c1	-3	-5	-1	103	14	-3	4	-6	-1	-0.3
CCOC(=O)N1CCN(Cc2cc(=O)oc3ccc(Cl)cc23)CC1	0	4	-13	98	5	2	4	-5	-4	-1.0
COC(=O)c1sccc1NC(=O)CC1C(=O)NCCN1C(=O)Nc1ccc(F)cc1F (centres undefined)	-5	1	-1	101	7	2	-2	-20	-5	-1.2
COC(=O)c1c(Cl)c2n3ccccc3c(C)c(-c3ccccc3)c-2c1C(=O)OC	-4	-5	3	100	14	3	2	-5	1	1.1
C/C(=N\Nc1ncc(Cl)cc1Cl)c1ccc(OC(F)F)cc1	4	-7	-2	98	1	3	-2	-3	-3	-1.5
CCCNS(=O)(=O)c1ccc(CCC(=O)NCc2ccc3c(c2)OCO3)cc1	6	-1	0	106	0	·	2	-8	-11	-2.4
CCOc1ccc(N2CC(C(=O)Nc3ccccn3)CC2=O)cc1 (centres undefined)	10	4	0	102	5	1	1	-17	1	-3.2
CCOC(=O)C1(Cc2ccccc2C)CCCN(Cc2cc(OC)c(O)c(OC)c2)C1 (centres undefined)	3	-5	-4	106	18	0	-5	-6	2	-0.8
Cc1cccn2c(=O)c(/C=C(\C#N)C(=O)NCc3ccccc3)c(N3CCC(C(N)=O)CC3)nc12	0	-11	10	98	-2	-2	-3	-1	-4	-1.1
CC(C)CCN(C(=O)c1cc(=O)[nH]c2ccccc12)c1c(N)n(Cc2ccccc2)c(=O)[nH]c1=O	4	-3	2	97	5	0	13	-6	0	-4.1
c1nnc(NC2=NCCCCC2)s1	1	2	0	97	-1	-1	-5	-5	-3	-0.1
CC(C)c1ccc(CN2CCN(C(=O)CSc3nnnn3C3CC3)CC2)cc1	-6	0	0	90	-1	1	4	-6	4	0.6
COc1ccc(NC(=O)n2nc(OC(=O)c3cccs3)cc2N)cc1	4	8	1	96	3	0	0	-11	4	-0.1
O=C(OCC(=O)N1CCCc2ccccc21)c1ccccc1OC(F)F	0	-2	-11	102	4	2	-5	-5	-3	-0.5
O=C(NCCc1ccc(Cl)cc1)c1ccc2nc(N3CCOCC3)sc2c1	-8	-5	-3	93	0	0	-8	-6	11	4.7

One compound at a time, as listed above:
`NS(=O)(=O)c1ccc(CCNC2CC(=O)N(Cc3ccccc3)C2=O)cc1` (centres undefined) is listed with H9c2 protect: -1; ABHD5 PLIN5 PPI: 12; Exocytosis inh: -2; ABCB6 inh MLPCN: 98; MC4R antagonist: 2; Glyco luc inh: 1; HTR2A ag: 0; CaV13 FRET inh: ·; PDI turbidity: 1; MC4R ag barr: -1.9
`C/C(=N\Nc1ncc(Cl)cc1Cl)c1ccc(OC(F)F)cc1` is listed with H9c2 protect: 4; ABHD5 PLIN5 PPI: -7; Exocytosis inh: -2; ABCB6 inh MLPCN: 98; MC4R antagonist: 1; Glyco luc inh: 3; HTR2A ag: -2; CaV13 FRET inh: -3; PDI turbidity: -3; MC4R ag barr: -1.5
